MITF primary – MITF inhibitors, primary screen, biochemical, AlphaScreen, human; AlphaScreen MITF homodimerization, bead proximity signal; inhibition, % at 2.6 µM; 0.91% of 650,000 active; AID 1259374, 2018; in the data active = inhibition above about 50%;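 note: 0% = vehicle wells with protein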
Target sequence (O75030 whole entry, looked up): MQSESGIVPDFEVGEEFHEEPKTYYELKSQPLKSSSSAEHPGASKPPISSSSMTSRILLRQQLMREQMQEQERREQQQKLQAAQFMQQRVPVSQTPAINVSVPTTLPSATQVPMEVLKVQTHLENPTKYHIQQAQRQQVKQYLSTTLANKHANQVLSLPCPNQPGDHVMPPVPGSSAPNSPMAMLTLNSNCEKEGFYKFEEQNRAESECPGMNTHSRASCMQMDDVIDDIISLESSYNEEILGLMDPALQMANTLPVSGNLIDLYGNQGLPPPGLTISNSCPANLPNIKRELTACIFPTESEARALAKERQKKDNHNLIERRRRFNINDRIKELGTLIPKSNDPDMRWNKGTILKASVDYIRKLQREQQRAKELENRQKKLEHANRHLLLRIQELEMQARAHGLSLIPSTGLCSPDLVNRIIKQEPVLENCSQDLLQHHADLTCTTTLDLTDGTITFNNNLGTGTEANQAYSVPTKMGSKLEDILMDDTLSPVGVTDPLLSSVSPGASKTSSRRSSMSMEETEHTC
TEAD-YAP inh – TEAD-YAP interaction inhibition, primary screen, TEAD-YAP interaction inhibitor project, luminescence, HEK-TIYL cells | AID 1259422, 2018 | TEAD-Gal4/YAP UAS-luciferase luminescence | inhibition, % at 9.12 µM | 1.4% of 640,000 active; in the data active = inhibition above about 32%;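 note: 0% = median of test compound wells and 100% = reference inhibitor wells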
FBW7 act – FBW7 E3 ligase activators, primary screen, biochemical, AlphaScreen, human | F-box/WD repeat-containing protein 7 (Homo sapiens), Q969H0 | AlphaScreen FBW7–phospho-cyclin E peptide binding, activator screen | normalized activity (activation), % at 26.1 µM | 0.13% of 650,000 active | AID 1259310, 2017; in the data active = normalized activity above about 1.9%;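 note: purified mutant Fbw7 with reduced substrate affinity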
GPR151 ag – activators of human GPR151, primary screen, cell-based, PathHunter beta-arrestin, luminescence; activation, % at 11.2 µM; 1% of 650,000 active; PathHunter beta-arrestin GPR151 cells; G-protein coupled receptor 151 (Homo sapiens), Q8TDV0; in the data active = activation above about 4.9%;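 note: 0% = median of compound wells and 100% = cells with positive control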
Target sequence (Q8TDV0 whole entry, looked up): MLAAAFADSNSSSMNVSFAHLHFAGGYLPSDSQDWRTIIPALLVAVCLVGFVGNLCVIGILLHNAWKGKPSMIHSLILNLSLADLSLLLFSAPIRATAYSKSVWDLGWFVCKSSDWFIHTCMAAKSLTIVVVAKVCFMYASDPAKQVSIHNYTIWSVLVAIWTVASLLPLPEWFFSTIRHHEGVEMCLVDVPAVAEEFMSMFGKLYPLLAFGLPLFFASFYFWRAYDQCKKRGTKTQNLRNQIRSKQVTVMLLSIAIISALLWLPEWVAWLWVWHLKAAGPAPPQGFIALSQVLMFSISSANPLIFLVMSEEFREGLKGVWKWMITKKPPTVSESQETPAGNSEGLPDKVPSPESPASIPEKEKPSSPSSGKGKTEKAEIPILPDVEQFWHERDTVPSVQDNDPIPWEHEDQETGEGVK
Numbers without * were called inactive.

Below each SMILES – MITF primary | TEAD-YAP inh | FBW7 act | GPR151 ag
[1] COC(=O)Nc1ccc(S(=O)(=O)NCCCO)cc1
→ -2 | -1 | 0.4 | 0.7
[2] CCCN(CCC)C(=O)c1cc(-c2ccco2)[nH]n1
→ -1 | -1 | 0.0 | 5.2*
[3] O=C(NCc1ccco1)c1cccnc1Sc1ccccc1
→ 8 | -10 | 0.1 | 0.1
[4] COC(=O)c1sc2nc(-c3ccccc3)cc(-c3ccccc3)c2c1N
→ 18 | 12 | 0.3 | -1.0
[5] COc1cc2nc(NCCN3CCOCC3)nc(Nc3ccc(N4CCOCC4)cc3)c2cc1OC
→ 1 | -3 | -0.1 | 0.6
[6] COc1ccc(C2CC(=O)C3=C(C2)Nc2ccccc2NC3c2cccnc2)cc1 (stereo not given)
→ 12 | 7 | -0.4 | 0.7
[7] O=c1[nH]c(N2CCN(c3ccccc3)CC2)nc2c1CCC2
→ -13 | -1 | -0.1 | -1.0
[8] COc1ccc(-c2ccc(SC(C)C(N)=O)nn2)cc1 (stereo not given)
→ -2 | 3 | -0.6 | 1.6
[9] Cn1nccc1Nc1ccc(N2CCC(C(=O)NCCOc3ccccc3)CC2)nn1
→ 4 | -14 | -0.1 | 2.2
[10] COc1ccc(Cl)cc1NC(=O)C(=O)NCCO
→ 35 | -3 | 0.1 | -0.6
[11] O=C(c1ccco1)N1CCN(c2nccn3c(-c4cccc(CO)c4)cnc23)CC1
→ -4 | 0 | 0.1 | 1.1
[12] COc1cc(/C=N/NC(=O)COc2ccc(C)cc2C)ccc1O
→ -14 | -8 | 1.9* | -0.4
[13] CC(C)N(C(=O)CSc1nc2ccccc2[nH]1)c1ccccc1
→ -4 | -2 | -0.1 | 0.1
[14] Nc1nc(N2CCOCC2)nc(N2CCOCC2)c1[N+](=O)[O-]
→ -4 | 3 | -0.3 | 6.5*
[15] CCOC(=O)c1c(C)oc2ccc(N(C(C)=O)S(=O)(=O)c3cccc([N+](=O)[O-])c3)cc12
→ 12 | 1 | 0.1 | 1.7
[16] O=C(Nc1cc(Br)cc2cccnc12)C12CC3CC(CC(C3)C1)C2
→ 8 | -6 | 0.0 | 0.1
[17] CCC(C)(C)n1nnnc1C(c1ccccc1OC)N1CCSCC1 (stereo not given)
→ 11 | -9 | 0.4 | 0.4
[18] COc1ccc(/C=C2\C=C(c3ccccc3)OC2=O)cc1OC(C)=O
→ 11 | -15 | 0.0 | 0.4
[19] CCO/C=N/c1c(C#N)c2c(c(=S)n1C)CCCC2
→ 4 | -1 | -0.2 | -0.3
[20] Cc1cccc(NC(=O)/C=C/c2ccccc2)n1
→ -8 | 0 | -0.1 | -2.2

Exported with bars between the fields: two of the compounds above
no. | Compound | MITF primary | TEAD-YAP inh | FBW7 act | GPR151 ag
14 | Nc1nc(N2CCOCC2)nc(N2CCOCC2)c1[N+](=O)[O-] | -4 | 3 | -0.3 | 6.5*
2 | CCCN(CCC)C(=O)c1cc(-c2ccco2)[nH]n1 | -1 | -1 | 0.0 | 5.2*

(more compounds)
Below each SMILES – MITF primary | TEAD-YAP inh | FBW7 act | GPR151 ag
[21] O=C(Cn1nc(C(=O)O)c2ccccc2c1=O)Nc1ccc(F)c(F)c1F
→ 4 | -2 | 0.1 | 0.6
[22] CCN1CCN(c2cc(C)c3cc(NC(=O)c4cccc(OC)c4OC)ccc3n2)CC1
→ 1 | -46 | -0.1 | 0.8
[23] Clc1ccc(-c2nc(Nc3cccc4ccccc34)sc2-c2ccccc2)cc1
→ 10 | -11 | 0.8 | -0.2
[24] N#Cc1c(NC(=S)NC(=O)c2ccccc2)sc2c1CCC2
→ 16 | -24 | 0.2 | -1.7
[25] CN(CC(=O)NC1CCCCC1)c1nnc(N2CCCC2=O)s1
→ 0 | -2 | 0.8 | -0.6
[26] COc1ccc(OC)c(Nc2nc(-c3ccc(OC(C)=O)cc3)cs2)c1
→ 13 | -5 | -0.1 | -0.4
[27] COc1cccc(NC(=O)c2ccc(C)c(I)c2)c1
→ 16 | -40 | 1.6 | -6.8
[28] CC1CC(C)(C)NC(=S)N1CCC(=O)N1CCN(c2ccccc2Cl)CC1 (stereo not given)
→ 9 | -9 | -0.1 | 0.0
[29] O=C(O)CNC(=O)/C=C/c1ccccc1Cl
→ 7 | 10 | 0.2 | 2.8
[30] CC(C)c1ccc(N(C)C(=O)c2cnc(N3CCN(c4ncccn4)CC3)c3ccccc23)cc1
→ 7 | 3 | 0.2 | -1.6
[31] COc1cc(C=Nc2ccc3[nH]ncc3c2)c([N+](=O)[O-])cc1OC
→ 8 | -5 | -0.7 | -1.5
[32] COc1ccc(C(=O)N/N=C(\C)C2CC3CCC2C3)cc1OC (stereo not given)
→ 32 | 2 | 0.2 | 2.0
[33] COc1ccc(C2CC(=O)N3CN(Cc4ccco4)CSC3=C2C#N)cc1OC (stereo not given)
→ 8 | -3 | -0.3 | -0.5
[34] O=C(N1CCc2c(nc(N3CCCC3)[nH]c2=O)C1)C1(c2ccccc2)CC1
→ -1 | 3 | 0.1 | 1.9
[35] COc1ccc(-c2noc(CN(C(=O)NC3CCCCC3)C(C)C)n2)cc1OC
→ 0 | 3 | -0.1 | -1.6
[36] c1ccc(CNc2nc3nonc3nc2N2CCN(CC3CC3)CC2)cc1
→ 11 | -4 | -0.1 | -0.1
[37] Cc1cc(C)c(NC(=O)COc2ccc(-n3cnnn3)cc2)c(C)c1
→ -8 | 7 | -0.1 | 3.5
[38] O=C(Nc1ncc(Cc2cccc([N+](=O)[O-])c2)s1)c1ccco1
→ -3 | -22 | -0.3 | -0.7
[39] CC(=O)Nc1nnc(Cn2c(-c3nonc3NC(C)=O)nc3ccccc32)s1
→ -1 | 15 | 0.1 | 0.4
[40] CCCN1CCCc2cc(CCNC(=O)CCc3ccc(OC)cc3)ccc21
→ -2 | 7 | 0.1 | 0.6
[41] O=C1CSC(c2ccccn2)N1c1ccccc1F (stereo not given)
→ 16 | 2 | 0.3 | -0.4
[42] COc1ccc(C(=O)Nc2nnc(CC(=O)NN)s2)cc1
→ -2 | 5 | 0.1 | 1.5
[43] O=C(C1CCCCC1)N1CCN(c2ccccn2)CC1
→ 13 | 4 | -0.1 | 0.2
[44] COc1ccc(/C=C2\Oc3ccccc3C2O)cc1[N+](=O)[O-] (stereo not given)
→ 7 | 5 | -0.1 | 1.5
[45] CN1CCc2c(sc(NC(=O)C3CCCO3)c2C#N)C1 (stereo not given)
→ -1 | -12 | -0.1 | -1.3
[46] Cc1ncc([N+](=O)[O-])n1Cc1nc(N)nc(N(C)C)n1
→ -2 | 0 | 0.1 | 1.0
[47] COCCNC(=O)CN1CCC(O)(c2ccc(F)cc2)CC1
→ 2 | -5 | 0.1 | -1.3
[48] CCSc1ccc(CC(=O)Nc2nc3c(F)cccc3s2)cc1
→ 1 | 4 | 0.0 | -1.0
[49] CCN1C(=O)CSC1=Nc1ccccc1Cl
→ 10 | 6 | 0.0 | 0.3
[50] COc1cccc(NC(=S)NC2CCCC2)c1
→ 17 | -8 | 0.0 | 1.9
[51] CC1CCN(c2c(NCC3CCC(C(=O)N4CCCCCC4)CC3)c(=O)c2=O)CC1 (stereo not given)
→ 6 | -8 | 0.1 | 3.2
[52] CCOC(=O)C1CCN(C(=O)C(Cl)(Cl)Cl)CC1
→ 12 | -4 | 0.0 | -0.5
[53] Cc1c(NC2=C(Cl)C(=O)N(Cc3ccccc3)C2=O)c(=O)n(-c2ccccc2)n1C
→ -5 | -6 | -0.1 | 0.2
[54] CC(=O)Nc1ccc(Nc2nc(Nc3ccncn3)nc3nc[nH]c23)cc1
→ 0 | 0 | 0.1 | 0.4
[55] CCCCOC(=O)C1=C(C)NC2=C(C(=O)CCC2)C1c1cccc(OC)c1OC (stereo not given)
→ 5 | 3 | 0.1 | 0.0
[56] COCC(C)NC(=O)/C=C/c1cc(OC)c(OC)c(OC)c1 (stereo not given)
→ 13 | 14 | 0.3 | 2.9
[57] CCOC(=O)C1=C(C(=O)OCC)SC(=C2C(=S)C(C)(C)N(C(=O)CC(C)C)c3ccccc32)S1
→ 16 | -6 | 0.2 | 0.8
[58] COC(=O)c1ccccc1NC(=O)c1cnn2cc(Br)cnc12
→ 5 | 13 | 0.2 | 0.2
[59] CSc1ccccc1NC(=O)c1ccc(N2CC3CC(C2)c2cccc(=O)n2C3)c(NC(=O)c2ccc(Br)o2)c1 (stereo not given)
→ 1 | -32 | 0.1 | 0.0
[60] FC(F)(F)c1cccc(-c2noc(-c3cccs3)n2)c1
→ -5 | -3 | 0.0 | 3.6
[61] COc1ccccc1NC(=O)c1cn(CCNS(=O)(=O)/C=C/c2ccccc2)nn1
→ 1 | 9 | 0.0 | -0.9
[62] CCOC(=O)COc1cc2oc(=O)cc(-c3ccccc3)c2cc1Cl
→ 2 | 10 | 0.0 | -0.8
[63] O=C(CN1C(=O)C2C3c4ccccc4C(c4ccccc43)C2C1=O)Nc1cccc(C(F)(F)F)c1 (stereo not given)
→ 3 | 3 | -0.3 | 0.9
[64] C=CCNc1nc(Nc2ccc(OC)cc2)c2cnn(C)c2n1
→ -5 | 2 | 0.3 | -0.8
[65] Cc1ccc(-c2n[nH]c(C(C)NC(=O)N3CCOCC3)n2)cc1 (stereo not given)
→ 3 | 10 | 0.6 | -1.8
[66] COCCCNc1ncnc2sccc12
→ 0 | -4 | 0.0 | 2.0
[67] COc1ccc(-c2cc3nc(C)c(CCC(=O)NCc4ccco4)c(C)n3n2)c(OC)c1
→ 16 | -7 | 0.1 | -0.4
[68] COc1cc(OC)c(NC(=O)c2ccc(N3CC4CC(C3)c3cccc(=O)n3C4)c(NC(=O)c3ccc(F)cc3)c2)cc1Cl (stereo not given)
→ -2 | -3 | -0.2 | -0.2
[69] CCN1CCN(C(=O)C(C)N(c2ccc(Oc3ccccc3)cc2)S(C)(=O)=O)CC1 (stereo not given)
→ 14 | 8 | 0.1 | 0.6
[70] CC(C)Cn1nnc2c(=O)oc3ccccc3c21
→ 8 | 5 | -0.1 | -1.4
[71] Cc1ccc(OCCCNC(C)(C)C)cc1C
→ -3 | 0 | -0.1 | 2.2
[72] COC(C(=O)Nc1ccnn1C1CCN(Cc2ccccc2C)CC1)c1ccccc1 (stereo not given)
→ -5 | -1 | -0.1 | 4.6
[73] O=C(NCc1cccc(C(F)(F)F)c1)c1cccc(N2CCN(c3ccccn3)CC2)n1
→ 14 | -5 | 0.4 | 0.2
[74] Cc1cc([N+](=O)[O-])ccc1NC(=O)CC(C)C
→ 8 | -6 | 0.0 | -0.4

Among those listed so far, these have a halogen:
Below each SMILES – MITF primary | TEAD-YAP inh | FBW7 act | GPR151 ag
[10] COc1ccc(Cl)cc1NC(=O)C(=O)NCCO
→ 35 | -3 | 0.1 | -0.6
[16] O=C(Nc1cc(Br)cc2cccnc12)C12CC3CC(CC(C3)C1)C2
→ 8 | -6 | 0.0 | 0.1
[21] O=C(Cn1nc(C(=O)O)c2ccccc2c1=O)Nc1ccc(F)c(F)c1F
→ 4 | -2 | 0.1 | 0.6
[23] Clc1ccc(-c2nc(Nc3cccc4ccccc34)sc2-c2ccccc2)cc1
→ 10 | -11 | 0.8 | -0.2
[27] COc1cccc(NC(=O)c2ccc(C)c(I)c2)c1
→ 16 | -40 | 1.6 | -6.8
[28] CC1CC(C)(C)NC(=S)N1CCC(=O)N1CCN(c2ccccc2Cl)CC1 (stereo not given)
→ 9 | -9 | -0.1 | 0.0
[29] O=C(O)CNC(=O)/C=C/c1ccccc1Cl
→ 7 | 10 | 0.2 | 2.8
[41] O=C1CSC(c2ccccn2)N1c1ccccc1F (stereo not given)
→ 16 | 2 | 0.3 | -0.4
[47] COCCNC(=O)CN1CCC(O)(c2ccc(F)cc2)CC1
→ 2 | -5 | 0.1 | -1.3
[48] CCSc1ccc(CC(=O)Nc2nc3c(F)cccc3s2)cc1
→ 1 | 4 | 0.0 | -1.0
[49] CCN1C(=O)CSC1=Nc1ccccc1Cl
→ 10 | 6 | 0.0 | 0.3
[52] CCOC(=O)C1CCN(C(=O)C(Cl)(Cl)Cl)CC1
→ 12 | -4 | 0.0 | -0.5
[53] Cc1c(NC2=C(Cl)C(=O)N(Cc3ccccc3)C2=O)c(=O)n(-c2ccccc2)n1C
→ -5 | -6 | -0.1 | 0.2
[58] COC(=O)c1ccccc1NC(=O)c1cnn2cc(Br)cnc12
→ 5 | 13 | 0.2 | 0.2
[59] CSc1ccccc1NC(=O)c1ccc(N2CC3CC(C2)c2cccc(=O)n2C3)c(NC(=O)c2ccc(Br)o2)c1 (stereo not given)
→ 1 | -32 | 0.1 | 0.0
[60] FC(F)(F)c1cccc(-c2noc(-c3cccs3)n2)c1
→ -5 | -3 | 0.0 | 3.6
[62] CCOC(=O)COc1cc2oc(=O)cc(-c3ccccc3)c2cc1Cl
→ 2 | 10 | 0.0 | -0.8
[63] O=C(CN1C(=O)C2C3c4ccccc4C(c4ccccc43)C2C1=O)Nc1cccc(C(F)(F)F)c1 (stereo not given)
→ 3 | 3 | -0.3 | 0.9
[68] COc1cc(OC)c(NC(=O)c2ccc(N3CC4CC(C3)c3cccc(=O)n3C4)c(NC(=O)c3ccc(F)cc3)c2)cc1Cl (stereo not given)
→ -2 | -3 | -0.2 | -0.2
[73] O=C(NCc1cccc(C(F)(F)F)c1)c1cccc(N2CCN(c3ccccn3)CC2)n1
→ 14 | -5 | 0.4 | 0.2

Screening data (PubChem BioAssay)

Rows are unselected; 3.4% or so of the library scored in one or more.
